OX1R antag-1 – antagonists of human orexin 1 receptor (OX1R) | OX1R-expressing cells, FRET antagonist read-out | inhibition, % at 6.6 µM | 1.8% of 330,000 active | AID 485270; in the data active = inhibition mostly above about 38%, no sharp cut-off; inactive = mostly below about 40%;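 note: 0% = agonist challenge alone and 100% = reference antagonist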
Target sequence (O43613 whole entry, looked up): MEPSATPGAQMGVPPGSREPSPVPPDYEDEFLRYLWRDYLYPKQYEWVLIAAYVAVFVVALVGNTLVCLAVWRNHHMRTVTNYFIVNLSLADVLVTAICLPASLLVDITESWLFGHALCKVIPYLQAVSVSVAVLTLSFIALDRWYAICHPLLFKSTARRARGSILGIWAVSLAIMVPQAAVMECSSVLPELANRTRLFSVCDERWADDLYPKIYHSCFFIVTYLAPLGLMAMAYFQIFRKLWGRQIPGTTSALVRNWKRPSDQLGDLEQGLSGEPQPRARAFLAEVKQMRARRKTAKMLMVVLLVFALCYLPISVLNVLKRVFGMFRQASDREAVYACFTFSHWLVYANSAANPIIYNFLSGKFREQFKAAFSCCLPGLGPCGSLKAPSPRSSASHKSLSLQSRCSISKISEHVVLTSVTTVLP
OX1R antag-2 – antagonists of human orexin 1 receptor; 0.43% of 330,000 active; CHO/OX1R cells, Fluo-8 calcium fluorescence, orexin A; AID 434989; O43613; inhibition, % at 5 µM;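 active = inhibition above its plate's threshold, mean inhibition of all tested compounds on the plate plus 3 SD, cut at about 37% in these data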;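 note: 0% = orexin A challenge wells and 100% = SB-334867-A antagonist wells; not every result past the cut was called active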
Active calls of the source: *.

SMILES | OX1R antag-1 | OX1R antag-2
COc1ccc(CNC(=O)C[C@H]2C[C@H](C(=O)N3CCOCC3)[C@@]3(C)c4[nH]c5cc(-c6ccco6)ccc5c4CCN3C2=O)cc1OC | 7 | -25
COc1ccccc1N1CCN(/N=C/c2c(C)nn(-c3ccccc3)c2C)CC1 | 8 | -30
CCOc1ccc(NC(=S)Nc2cccc3ccccc23)cc1 | 26 | -18
O=c1nc2n(Cc3ccccc3)c3ccccc3cc-2c(=O)[nH]1 | 42 | -5
COc1ccc(OC)c(N(CC(=O)NC2CC3CCC2C3)S(=O)(=O)c2ccccc2)c1 (centres undefined) | 46* | -41
CC(=O)Nc1c2c(nn1-c1ccc(C)cc1C)CSC2 | -1 | -17
Cc1ccccc1NC(=O)Cn1nnc2c(cnn2-c2ccc(F)cc2)c1=O | 14 | 3
CCN(CC)C(=O)[C@H]1C[C@H](CC(=O)NCc2ccc(OC)c(OC)c2)C(=O)N2CCc3c([nH]c4cc(CCC(=O)N(C)C)ccc34)[C@]12C | 4 | -14
O=C(Nc1ccccc1N1CCCC1)c1ccc([N+](=O)[O-])cc1Cl | 15 | -14
NS(=O)(=O)c1ccc(CCNC(=O)C2CCCCC2)cc1 | 11 | -17
Cc1c(NS(=O)(=O)c2cccc(C(=O)NCc3ccc(Cl)cc3)c2)c(=O)n(-c2ccccc2)n1C | 84* | 24
COc1cc(NC(=S)NC(=O)C(C)C)ccc1NC(=O)c1cc2ccccc2o1 | 2 | -13
CC(C)(/C=N/O)N(O)C=C1C=CC(=O)C=C1 | 9 | -6
CSc1nnc2c(n1)OC(C)=Nc1ccccc1-2 | 79* | -9
Cc1cccc(NC(=O)CCNS(=O)(=O)c2cc(Br)cnc2N)c1C | 14 | 2
CCC1CCCCN1C(=O)c1ccc([N+](=O)[O-])o1 (centres undefined) | 34 | -15
Cc1cccc(CC(C)NC(=O)CCc2nnc(CCCCc3ccccc3)o2)n1 (centres undefined) | 14 | -31
Cc1cc(C=C2C(=O)c3ccccc3C2=O)c(C)n1-c1ccccc1 | 17 | -13
COc1cc(NC(=O)c2ccc3c(c2)OCO3)c2ncccc2c1 | 67* | -5
NS(=O)(=O)c1cccc(NC(=O)Nc2ccc(Cl)cc2)c1 | 32 | 30
CCOC(=O)/C(C#N)=C/N1CCOCC1 | 18 | 11
CCC(C)NC(=O)C1CCC(CNS(=O)(=O)c2ccccc2)CC1 (centres undefined) | 7 | -13
CCCC(=O)Nc1ccc2c(c1)C(=O)NC2=O | 7 | -5
COc1ccc(C(=O)/C=C/Nc2ccc([N+](=O)[O-])cc2)cc1 | 30 | -2
Cc1cccc(N2CCN(c3nc(C)cc(C)c3C#N)CC2C)c1 (centres undefined) | 21 | -54
CN(CC(=O)Nc1c(Cl)cccc1Cl)C(=O)CC1Sc2ccccc2NC1=O (centres undefined) | 14 | -25
CCNC(=O)N(CCOC)CC1CCCN(C2Cc3ccccc3C2)C1 (centres undefined) | 6 | -13
COC(=O)c1sc2ccccc2c1NC(=O)c1cccs1 | 9 | -16
COc1ccc(C(=O)COC(=O)c2ccco2)cc1 | 7 | -8
CCc1ncc(CN2CCC(C(=O)Nc3cccc(-c4cscn4)c3)CC2)cn1 | 2 | 5
CCCCn1cnc2c(c1=O)c1nc3ccccc3nc1n2Cc1ccc2c(c1)OCO2 | 15 | -25
O=C(N/N=C/C=C/c1ccco1)/C(=C/c1ccccc1)NC(=O)c1ccccc1 | 14 | -10
CN=C(C)c1c(O)c2ccccc2oc1=O | 3 | 6
Cc1noc(C)c1C(=O)N1CCCC(Nc2ccc(C(C)C)cc2)C1 (centres undefined) | 10 | 5
CC(Sc1nc(N)cc(=O)[nH]1)C(=O)NCC(=O)Nc1ccc(F)c(F)c1F (centres undefined) | 0 | 1
Cc1cc(C(=O)CSc2nnc(-c3ccco3)o2)c(C)n1Cc1ccco1 | 18 | -29
CC(=O)N1c2c(cc(Br)cc2S(=O)(=O)N2CCN(c3ccccn3)CC2)CC1C (centres undefined) | 5 | -15
O=C(CSc1nc2c(c(=O)n1-c1ccc(Br)cc1)SCC2)NCC1CCCO1 (centres undefined) | 31 | -22
O=[N+]([O-])c1ccccc1CSc1ccccn1 | 8 | -15
Cc1cc(Br)ccc1NC(=O)CNC(=O)CSc1ncccn1 | 5 | 15
Nc1ccccc1Nc1cc(-c2ccccc2)nn1-c1cccc(Cl)c1 | 0 | -21
COc1ccc(S(=O)(=O)N2CN(Cc3ccco3)c3nc4ccccc4nc32)cc1 | 16 | -22
O=C(CSc1ccc2nnc(-c3ccc(Cl)cc3)n2n1)N1CCCC1 | 16 | -12
Cn1nc(-c2ccc(Cl)cc2)c2cc(C(=O)N3CCN(C(=O)c4ccco4)CC3)sc21 | 13 | -20
Cc1ccc(-n2ncc(C(=O)N3CCc4ccccc4C3)c2NC(=O)c2ccco2)cc1C | 10 | -22
COC(=O)[C@]1(Cc2ccccc2)N[C@H](CN(C)C(=O)c2ccc(C)cc2)[C@@H]2C(=O)N(C)C(=O)[C@@H]21 | 10 | -37
COc1ccc(CNC(=O)c2nnn(Cc3ccc(OC)cc3)c2N)cc1 | 4 | -14
COc1ccc(NC(=O)CN2CCN(CC(=O)Nc3ccc(OC)c(OC)c3)CC2)cc1 | -2 | 1
NC(=O)C1CCN(c2nc(-c3cc4ccccc4o3)cs2)CC1 | 4 | 7
CCOc1ccc(C(CC(=O)O)NC(=O)c2sc3ccccc3c2Cl)cc1 (centres undefined) | 14 | -14
O=C(CNC(=O)c1cccc(F)c1)N/N=C/c1ccc([N+](=O)[O-])s1 | 50* | -8
CC(Oc1ccc2ccc(=O)oc2c1)C(=O)NC(Cc1c[nH]c2ccc(O)cc12)C(=O)O (centres undefined) | 6 | -6
Cc1cccc(N2C(=O)C3C4C=CC(C4)C3C2=O)c1 (centres undefined) | 18 | -15
CC(C)c1nnc(NC(=O)C2CCCO2)s1 (centres undefined) | 13 | -23
Cc1ccc(-c2nc3cccnc3o2)cc1NC(=O)COc1ccc(C(C)(C)C)cc1 | 63 | 37
CCCN1C2CCCC1CC(NC(=O)C1CCCCC1)C2 (centres undefined) | 21 | -8
CNc1nnc(-c2ccc(OC)cc2)s1 | 7 | -13
CC(C)Sc1nnc(CNC(=O)C23CC4CC(CC(C4)C2)C3)n1Cc1ccccc1 | 13 | -25
CSc1ccccc1NC(=O)c1ccccc1N(C)S(C)(=O)=O | 7 | -17
COc1cccc2cc(C(C)OC(=O)Nc3ccc(C)cc3)oc12 (centres undefined) | 17 | -7
Next results follow:
SMILES | OX1R antag-1 | OX1R antag-2
Cc1ccc(-c2cccc(C3CC=CC4C3C(=O)N(Cc3ccccc3)C4c3ccc4ccccc4c3)c2)cc1 (centres undefined) | 5 | -15
CCOC(=O)C1C(=O)NC(SCC(N)=O)=C(C#N)C1c1ccccc1OCC (centres undefined) | 12 | 8
COCCCNC(=S)NCCCNc1nc2cc(C)cc(C)c2cc1C#N | 25 | -21
Cc1cc(C(=O)NC2CCCc3c2cnn3-c2ccc(C(C)(C)C)cc2)n[nH]1 (centres undefined) | 12 | -4
CC(C)(C)OC(=O)N1CCC[C@H]1C(=O)O | 9 | 4
COc1cccc(CN2C(=O)c3cccc(N)c3C2=O)c1 | 18 | -11
COc1ccccc1-c1cc(C(=O)Nc2c(F)cc(F)cc2Br)no1 | 8 | 15
COc1ccc(N(C(=O)Cn2nnc3ccccc32)C(C(=O)NC(C)(C)C)c2ccc(OC)c(O)c2)cc1 (centres undefined) | 17 | -18
N#CC1=C(N)Oc2n[nH]c(-c3cccs3)c2C1c1ccoc1 (centres undefined) | 11 | -5
CC1(CC(=O)N/N=C/c2ccc(OCc3ccc(Cl)cc3Cl)cc2)OCCCO1 | 1 | -22
Cc1ccc(C(=O)Nc2ccccc2N2CCCC2)s1 | -2 | -30
CCOC(=O)C(C)N1N=C(/C=C/c2ccc(C)cc2)CCC1=O (centres undefined) | 5 | -20
CCOc1cc(C#N)ccc1OCC(=O)N1CCc2ccccc2C1 | 9 | -12
Cc1ccc(Nc2cc(C)nn2-c2nc(C)cc(=O)[nH]2)cc1 | 10 | 41*
COc1ccc(NC(=O)c2ccc(COc3ccccc3)o2)cc1 | 16 | -9
C/C(CC(=O)NCc1ccco1)=N\NC(=O)CC#N | 4 | -18
Cc1ccc(CNC(=O)c2ccc(CS(=O)Cc3cccc(Cl)c3)o2)cc1 (centres undefined) | 7 | 8
CC(C)C1N(C(=O)N2CCOCC2)CCN1S(=O)(=O)c1ccccc1 (centres undefined) | 12 | -13
COc1ccccc1CNC(=O)[C@H](C)NC(=O)C1CCN(C(=O)[C@@H](N)CCSC)CC1 | 1 | -15
Nc1nonc1OCCN1CCN(c2ccc([N+](=O)[O-])c3cccnc23)CC1 | 34 | -1

Sorted by count of non-hydrogen atoms (smallest number first): part of the list above
SMILES | OX1R antag-1 | OX1R antag-2
COc1cccc(CN2C(=O)c3cccc(N)c3C2=O)c1 | 18 | -11
Nc1nonc1OCCN1CCN(c2ccc([N+](=O)[O-])c3cccnc23)CC1 | 34 | -1
COc1ccccc1CNC(=O)[C@H](C)NC(=O)C1CCN(C(=O)[C@@H](N)CCSC)CC1 | 1 | -15

(cont.)
SMILES | OX1R antag-1 | OX1R antag-2
CCOC(=O)C1=C(CNC2CCCCC2)NC(=O)NC1c1cc(C)ccc1C (centres undefined) | 2 | -28
Cc1cc(C(=O)NNC(=O)c2ccc(Cl)cc2)c2ccccc2n1 | 1 | -27
O=C(Nc1nnc(Cc2ccc(F)cc2)s1)Nc1ccccc1F | 7 | -17
O=C(CCS(=O)(=O)c1cccc2nonc12)Nc1ccc(Br)cc1 | 13 | -20
COc1ccc(CN2CCCCC2C)cc1C (centres undefined) | -3 | -5
C/C(=N\NC(=O)CNc1ccc(F)cc1)c1cc2ccccc2o1 | 17 | -17
Cc1ccc(S(=O)(=O)N(CC(=O)N2CCCCCC2)c2ccccc2)cc1 | 22 | -43
Cc1ccc2nc3c(cc(C(=O)NCCc4ccccc4)c(=N)n3CCN3CCOCC3)c(=O)n2c1 | 97* | -9
Cc1c(Cl)cccc1NC(=O)CCN1CCCC(C)C1 (centres undefined) | 7 | -10
Cc1ccc(S(=O)(=O)Nc2ccccc2F)cc1C(=O)N1CCN(c2ccccc2O)CC1 | 1 | -17
CCOC(=O)N1CCN(CC(O)COCCC23CC4CC(CC(C4)C2)C3)CC1 (centres undefined) | 9 | -15
O=C(Nc1ccc2c(c1)OCO2)Nc1ccc(Cl)cc1Cl | 10 | -13
COc1ccccc1/C=C/CN1CCC(Oc2ccc(C(=O)N3CCCC3)cc2)CC1 | 16 | -34
COC(=O)[C@H](C)NC(=O)c1cc2c(cn1)[nH]c1ccccc12 | 14 | 0
O=C(NC1CCCC1)c1cc(-c2ccc(Cl)cc2Cl)on1 | 14 | -20
COc1ccccc1NC(=O)NCCc1c[nH]c2ccccc12 | 29 | -19
Cc1cc(F)ccc1NC(=O)c1cc(S(=O)(=O)N2CCc3ccccc32)cn1C | 15 | 3
COc1cc(NC(=O)Nc2cc(C)on2)cc(OC)c1OC | 17 | -2
COc1cccc(C(c2nnnn2CCc2ccccc2)N2CCN(c3ccccc3)CC2)c1OC (centres undefined) | 34 | -26
CCc1ccccc1NC(=S)N(Cc1cccs1)C1CCCC1 | 7 | 6
CCOc1cc(NC(=S)Nc2cccc(OC)c2)c(OCC)cc1NC(=O)C1CC1 | 28 | -24
O=c1c2ccccc2oc2cc(C#Cc3ccccn3)ccc12 | 13 | -8
Cc1ccc(OCC(=O)NC(=S)Nc2cccc(NC(=O)c3ccc(Cl)cc3Cl)c2)cc1 | 13 | -12
NC(=O)C1CCN(C2CC(=O)N(Cc3ccc(N4CCCC4=O)cc3)C2=O)CC1 (centres undefined) | 6 | 0
CCOc1ccc(S(=O)(=O)NCCC(=O)N2CC(C)CC(C)C2)cc1 (centres undefined) | 19 | -25
COc1ccc(CCCc2nnc(SCC(=O)Nc3ncc(C)s3)o2)cc1 | 28 | -12
O=C1NCCCC1C(=O)N/N=C/c1cc([N+](=O)[O-])ccc1O (centres undefined) | 22 | -13
CCN(CC)C(=O)c1sc2nc(-c3cccs3)cc(-c3ccc(Cl)cc3)c2c1N | 14 | -30
O=C(NCc1cccnc1)Nc1ccc2c(c1)OCO2 | 11 | 7
COC(=O)N/N=C(\C)c1ccc(C)c([N+](=O)[O-])c1 | 23 | 2
COc1ccccc1OCCn1cc(/C=N/NC(=O)c2ccncc2)c2ccccc21 | 6 | -6
COc1cccc(-n2ccnc2SCC(=O)Nc2nccs2)c1 | 22 | -11
COc1ccc([C@H]2CC(=O)C=C(c3ccc(SC)cc3)C2)cc1OC | -1 | -12

Compounds shown so far with an aryl thioether with sulfur outside any ring, in the order listed:
SMILES | OX1R antag-1 | OX1R antag-2
CSc1nnc2c(n1)OC(C)=Nc1ccccc1-2 | 79* | -9
CC(Sc1nc(N)cc(=O)[nH]1)C(=O)NCC(=O)Nc1ccc(F)c(F)c1F (centres undefined) | 0 | 1
Cc1cc(C(=O)CSc2nnc(-c3ccco3)o2)c(C)n1Cc1ccco1 | 18 | -29
O=C(CSc1nc2c(c(=O)n1-c1ccc(Br)cc1)SCC2)NCC1CCCO1 (centres undefined) | 31 | -22
O=[N+]([O-])c1ccccc1CSc1ccccn1 | 8 | -15
Cc1cc(Br)ccc1NC(=O)CNC(=O)CSc1ncccn1 | 5 | 15
O=C(CSc1ccc2nnc(-c3ccc(Cl)cc3)n2n1)N1CCCC1 | 16 | -12
CC(C)Sc1nnc(CNC(=O)C23CC4CC(CC(C4)C2)C3)n1Cc1ccccc1 | 13 | -25
CSc1ccccc1NC(=O)c1ccccc1N(C)S(C)(=O)=O | 7 | -17
COc1ccc(CCCc2nnc(SCC(=O)Nc3ncc(C)s3)o2)cc1 | 28 | -12
COc1cccc(-n2ccnc2SCC(=O)Nc2nccs2)c1 | 22 | -11
COc1ccc([C@H]2CC(=O)C=C(c3ccc(SC)cc3)C2)cc1OC | -1 | -12

Screening data deposited in PubChem by The Scripps Research Institute Molecular Screening Center.
